PPARg SRC3 recr: agonists of human PPARgamma SRC-3 coactivator recruitment. P37231. biochemical PPARgamma/SRC-3 coactivator recruitment assay. activation, % at 8 µM. 0.26% of 200,000 active; in the data active = activation above about 23%;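 note: 0% = DMSO and 100% = reference agonist; some compounds past the cut are filed as inactive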
ROMK primary: modulators of human ROMK potassium channel; P48048; Tet-inducible ROMK, thallium flux fluorescence; actives lie on both sides; B-score at 10 µM; 2% of 130,000 active; AID 1918;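 active = signal ratio slope over the read window, or its plate-corrected B-score, at least 3 SD from the plate mean, either direction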;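 note: B-score of the F/F0 ratio slope over 7 to 12 s after thallium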
PMI act satM6P: activators of human phosphomannose isomerase at near-saturating mannose 6-phosphate; P34949; coupled PMI enzyme assay, resazurin fluorescence, 20 min; active compounds read high; 1 = untreated enzyme, 0 = substrate-free blank; 0.34% of 190,000 active; activation factor at 20 µM;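 active = activation factor of 2 or more at 20 µM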
Target sequence (P34949 whole entry, looked up): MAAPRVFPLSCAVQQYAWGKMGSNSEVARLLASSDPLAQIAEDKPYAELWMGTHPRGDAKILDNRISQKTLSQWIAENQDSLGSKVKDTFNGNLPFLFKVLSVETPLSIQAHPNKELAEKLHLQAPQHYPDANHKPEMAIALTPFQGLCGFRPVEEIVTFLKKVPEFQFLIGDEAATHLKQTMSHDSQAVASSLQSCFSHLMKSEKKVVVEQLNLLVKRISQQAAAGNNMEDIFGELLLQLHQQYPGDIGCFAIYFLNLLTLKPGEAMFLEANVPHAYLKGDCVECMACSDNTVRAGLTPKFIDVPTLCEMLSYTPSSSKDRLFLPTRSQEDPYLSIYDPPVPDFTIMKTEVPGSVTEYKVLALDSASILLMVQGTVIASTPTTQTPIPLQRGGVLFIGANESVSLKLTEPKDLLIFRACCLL
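Material: human phosphomannose isomerase with PGI, G6PDH, diaphorase coupling enzymes; amount: PMI at 15 ng/mL final; also added: Mannose-6-phosphate 1.0 mM (near-saturating) plus 0.22 mM NADP+; incubation: enzyme reaction with compound 20 min at room temperature; signal: resorufin fluorescence (Ex 544/Em 590 nm) from resazurin via diaphorase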
G6PDH counter: inhibits Leuconostoc G6PDH, flagging false hits in G6PDH-based assays; 0.12% of 200,000 active; Purified L. mesenteroides G6PDH, diaphorase/resazurin coupled fluorescence, 45 min; inhibition, % at 5 µM; AID 1020; in the data active = inhibition above about 50%
TR-FRET SRC-2 ct: TR-FRET artefact, counter-screen to PPARgamma/SRC-2 agonist assay; active compounds read high; TR-FRET ratio at 8 µM; 0.4% of 200,000 active; in the data active = TR-FRET ratio above about 2000; note: inactives centre near 1500
PPARg SRC2 recr: PPARgamma-driven SRC-2 recruitment agonism. 0.34% of 200,000 active. AID 1032. P37231. activation, % at 8 µM. PPARgamma LBD-SRC-2 recruitment, biochemical; in the data active = activation above about 22%;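 note: 0% = vehicle and 100% = reference agonist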
Diaph inh CS: inhibits diaphorase or chemically oxidizes, flagging diaphorase assay artifacts | diaphorase resazurin-to-resorufin fluorescence, NADH, 16 min; bacterial (C. kluyveri) enzyme, not human | inhibition, % at 20 µM | 0.69% of 190,000 active | AID 1217;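 active = primary screen inhibition at 20 µM above a set limit, cut at about 50% in these data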;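 note: plate controls were DMSO with full reaction for no effect and wells lacking NADH for full effect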
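material = Clostridium kluyveri diaphorase enzyme | amount = 0.14 U/mL diaphorase, enzyme working solution | schedule = incubation 16 min, room temperature | detection = fluorescence of resorufin formed from resazurin, Ex 544/Em 590 nm | benchmarks = positive control minus NADH, DMSO neutral control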
Diaph act CS: activates diaphorase or chemically reduces, flagging diaphorase assay artifacts; activation factor at 20 µM; Diaphorase/resazurin coupled assay, resorufin fluorescence, 16 min; active compounds read high; 1 = vehicle wells, 0 = NADH-free wells; 0.005% of 190,000 active;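 active = diaphorase activity raised at least twofold by the compound at 20 µM; inactive = activation factor below 2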
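Assay system: Purified diaphorase enzyme from Clostridium kluyveri | Amount: Enzyme 0.07 U/mL final | Dosing: Compound 20 µM once, DMSO 1% | Timing: 16 min reaction at room temperature | Detection: Fluorescence, excitation 544 nm and emission 590 nm | Evaluation: Higher resorufin formation from activation or reduction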
PPARg SRC-1 ag: agonists of human PPARgamma SRC-1 coactivator recruitment | activation, % at 8 µM | PPARgamma-SRC-1 coactivator recruitment biochemical assay | 0.41% of 200,000 active | P37231 | AID 631; in the data active = activation above about 19%;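 note: 0% = DMSO and 100% = reference agonist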
PMI activator: activators of human phosphomannose isomerase; P34949; purified human PMI, coupled resazurin fluorescence, 20 min; active compounds read high; 1 = vehicle control, 0 substrate-free wells; activation factor at 20 µM; 0.005% of 190,000 active; AID 1214;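 active = activation factor of 2 or more at 20 µM, relative to plate controls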
S1P3 antagonist: blocks the human S1P3 receptor; CHO S1P3 NFAT-BLA reporter, FRET fluorescence, antagonist mode; 0.27% of 170,000 active; AID 485; Q99500; inhibition, % at 4.98 µM;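 active = inhibition above the plate cutoff, the mean inhibition of test wells on that plate plus 3 SD, cut at about 28% in these data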;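 note: cells challenged with S1P at its EC80 of 0.8 µM; blue over green emission ratio from cleaved BLA substrate after 4 h stimulation; 0% = S1P-stimulated wells and 100% = unstimulated DMSO-only wells; some compounds past the cut are filed as inactive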
Target sequence (Q99500 whole entry, looked up): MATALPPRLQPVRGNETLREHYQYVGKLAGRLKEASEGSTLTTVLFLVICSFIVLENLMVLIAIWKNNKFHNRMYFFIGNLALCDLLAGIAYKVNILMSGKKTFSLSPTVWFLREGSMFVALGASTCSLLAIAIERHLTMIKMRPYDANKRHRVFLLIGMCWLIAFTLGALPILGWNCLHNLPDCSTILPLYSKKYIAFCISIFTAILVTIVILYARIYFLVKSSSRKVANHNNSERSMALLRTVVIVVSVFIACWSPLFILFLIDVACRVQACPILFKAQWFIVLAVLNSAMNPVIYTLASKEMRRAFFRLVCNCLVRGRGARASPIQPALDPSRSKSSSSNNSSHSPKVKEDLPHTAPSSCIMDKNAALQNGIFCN
Active calls of the source: *; / = no result given.

SMILES	PPARg SRC3 recr	ROMK primary	PMI act satM6P	G6PDH counter	TR-FRET SRC-2 ct	PPARg SRC2 recr	Diaph inh CS	Diaph act CS	PPARg SRC-1 ag	PMI activator	S1P3 antagonist
CC(c1ccccc1F)n1cc(C(=O)NCc2ccncc2)nn1 (centres undefined)	2	-0.37	1	10	1539	2	12	0.9	9	1	/
Cc1ccc([N+](=O)[O-])cc1NC(=S)NC(=O)c1cccs1	1	/	1	2	1600	3	4	1	-1	1	-14
CCN1CCCc2cc(CN(CCN3CCOCC3)C(=S)Nc3cccc(OC)c3)ccc21	2	0.47	0.9	4	1584	2	13	0.9	9	0.9	-19
COc1ccc(S(=O)(=O)NCc2ccco2)c2ccccc12	-3	/	0.7	10	1644	4	25	0.7	-8	0.9	23
O=C(NCc1ccco1)C(=O)NCC1OCCN1S(=O)(=O)c1ccc(Br)cc1 (centres undefined)	6	/	1	7	1705	6	12	0.9	3	1.1	-2
CCOC(=O)C1CCCN(Cc2ccc(O)c(OC)c2)C1 (centres undefined)	0	/	1.1	10	1718	5	18	0.8	11	1.1	-5
Nc1ccc(C(=O)OCc2nc3cc4ccccc4cc3[nH]2)cc1	2	-0.44	0.8	-2	1632	9	22	0.8	15	0.9	4
Cc1cc(NC(=O)COC(=O)c2cccc(OCc3ccccc3)c2)no1	3	/	1	-2	1538	2	9	0.9	1	1	/
Cc1ccc(C(=O)NCCSCc2ccc(Cl)cc2Cl)cc1[N+](=O)[O-]	-2	-0.008	0.9	-2	1471	6	10	0.9	4	0.8	5
O=C(Cn1cnc2c(nnn2Cc2ccc(F)cc2)c1=O)NC1CCCC1	11	/	0.9	1	1641	-8	9	0.9	1	1.1	-24
COc1ccc(/C=C2\CCc3ccccc3C2=O)c(OC)c1OC	5	-0.037	0.7	3	1680	4	23	0.8	10	0.9	-1
CN(C)C(CNC(=O)c1oc2ccccc2c1CSc1ncn[nH]1)c1ccco1 (centres undefined)	-1	-0.55	0.9	6	1549	-4	1	1	-2	1	2
OC(c1ccc(Cl)cc1Cl)C(Cc1cccnc1)n1cncn1 (centres undefined)	-1	-0.016	1.1	2	1567	3	-4	1	9	1.1	-5
O=C(Nc1cccnc1Cl)c1ccc(Cl)c([N+](=O)[O-])c1	-5	0.26	1	1	1503	-2	-4	1	1	1	-1
CCOC(=O)c1ccc(COC(=O)CCc2nc(-c3ccccc3)c(-c3ccccc3)o2)cc1	-1	-1.5	1	-1	1519	4	2	1	3	1	/
Cc1ccc(NC(=S)N(CCN2CCOCC2)Cc2ccccc2F)cc1	2	0.5	1	-3	1389	0	11	0.9	1	1	-16
CC(C)CN(CC(C)C)S(=O)(=O)N1CCC(C(=O)NCc2ccccn2)CC1	-1	/	1	14	1231	-5	2	1	-1	1.1	18
O=C(NNC1=NCCCCC1)Nc1cccc(Cl)c1	5	-0.1	1.1	6	1658	2	0	1	3	1.1	-4
COc1cccc(NC(=O)CSc2nc(N)cc(N)n2)c1	-1	/	0.9	-3	1503	-3	9	0.9	3	0.9	26
CC1(C)CC(=O)C(C=NCCN2CCNC2=O)=C(O)C1	-2	0.026	1.1	-1	1595	-5	3	1	-2	1.1	-17
Cn1c(=NC(=O)C2CCN(S(=O)(=O)c3cccs3)CC2)sc2ccccc21	11	0.14	0.9	-2	1466	-5	12	0.9	2	0.9	-25
Cc1ccccc1NC(=O)CCC(=O)OCCCC(F)(F)C(F)(F)F	-3	/	1	-4	1664	8	8	0.9	2	1	-18
CCOC(=O)c1c(NC(=O)C2CCCN(S(=O)(=O)c3ccc(C)cc3)C2)sc2c1CCCC2 (centres undefined)	0	/	0.8	-1	1645	4	26	0.7	2	0.9	7
CC(C)(C)NC(=O)/C=N/O	-4	0.33	0.9	-1	1530	7	12	0.9	6	0.9	1
C=CCn1c(N)cc(=O)nc1SCC(=O)Nc1ccccc1C(N)=O	0	0.63	1	11	1495	3	-16	1.2	2	1	1

A portion from the list above, as a working copy:
SMILES	PPARg SRC3 recr	ROMK primary	PMI act satM6P	G6PDH counter	TR-FRET SRC-2 ct	PPARg SRC2 recr	Diaph inh CS	Diaph act CS	PPARg SRC-1 ag	PMI activator	S1P3 antagonist
CC(c1ccccc1F)n1cc(C(=O)NCc2ccncc2)nn1 (centres undefined)	2	-0.37	1	10	1539	2	12	0.9	9	1	/
Cc1ccc([N+](=O)[O-])cc1NC(=S)NC(=O)c1cccs1	1	/	1	2	1600	3	4	1	-1	1	-14

Additional results
SMILES	PPARg SRC3 recr	ROMK primary	PMI act satM6P	G6PDH counter	TR-FRET SRC-2 ct	PPARg SRC2 recr	Diaph inh CS	Diaph act CS	PPARg SRC-1 ag	PMI activator	S1P3 antagonist
O=C(NNC1=NCCC1)c1cccc(S(=O)(=O)N2CCOCC2)c1	0	/	0.9	-2	1462	8	7	0.9	-2	0.9	-10
COC(=O)c1cccc(NC(=O)c2nn(C(C)C)c(=O)c3ccccc23)c1	-7	0.59	0.9	-46	1783	-10	17	0.8	3	1	9
COc1ccc(-c2cc3ccccc3oc2=O)cc1NC(=S)NC(=O)c1ccc2c(c1)OCCO2	3	-0.028	1.1	2	1374	1	-6	1.1	1	1	/
Cc1nn(Cc2ccccc2)c(C)c1NC(=O)CSc1nc(C2CC2)nc2c1cnn2-c1ccccc1	5	0.16	0.8	-10	1525	6	15	0.8	-1	0.8	/
CCOC(=O)N(Cc1ccccc1)C(C(=O)O)C(C(=O)O)N(Cc1ccccc1)C(=O)OCC (centres undefined)	-4	0.041	1.1	20	1622	-4	4	1	1	1.1	-36
FC(F)(F)c1cnc(Sc2ncn[nH]2)c(Cl)c1	-1	-0.09	1	3	1633	-4	2	1	-6	1	-18
CC12CCC(C(=O)NCc3cccnc3)(OC1=O)C2(C)C (centres undefined)	8	0.084	1	8	1492	3	10	0.9	3	1	-27
COc1ccccc1NS(=O)(=O)c1cccc2cccnc12	2	/	0.9	3	1492	-7	10	0.9	-2	0.9	14
CCc1ccc(-n2c(CSc3nnnn3-c3ccccc3)nc3ccccc3c2=O)cc1	13	0.0044	1	0	1589	7	7	0.9	-2	1	/
CN(c1cccc(NC(=O)c2ccccc2N(C)S(=O)(=O)c2ccccc2)c1)S(C)(=O)=O	0	/	1	10	1366	-2	4	1	-5	1	10
CCCN1C[C@H](CSC)C[C@@H]2c3cccc4[nH]cc(c34)C[C@H]21	4	/	0.9	9	1353	-1	12	0.9	7	1.1	12
Cc1cccc(NC(=S)N(CCCN2CCOCC2)C(C)c2cc3ccccc3o2)c1C (centres undefined)	4	-1.4	0.9	1	1685	3	17	0.8	2	1	-9
CNc1nc(C)c(C(=O)OCC(=O)OC)s1	-2	/	1	2	1496	-3	-5	1	2	1.1	-18
O=C(O)C(=O)/C(=C\c1cccc(Cl)c1)c1ccc2ccccc2n1	1	-1.2	0.9	6	1494	-3	15	0.8	5	1	-20
O=c1oc2ccccc2cc1-c1ccc(O)cc1O	-2	-1.1	1	-2	1399	3	10	0.9	3	1	4
CCCCOc1cccc(C2C(C(=O)c3cccs3)=C(O)C(=O)N2Cc2cccnc2)c1 (centres undefined)	5	0.39	1	4	1692	1	9	0.9	8	1.1	-17
COc1ccc(OC)c(NC(=O)CSC2=NCCS2)c1	0	/	0.9	1	1545	5	14	0.9	3	0.9	-7
CC1(C(=O)O)CC(C)(C(=O)O)CC(C)(C(=O)O)C1 (centres undefined)	-2	/	1	0	1671	5	-2	1	2	1	-13
COc1cccc(/C(C#N)=C/c2c(-c3ccc(Cl)cc3)nc3c(C)cccn23)c1	1	/	0.9	-28	1393	-8	6	0.9	-2	0.9	/

Results in ROMK primary, for some of the entries so far:
SMILES | ROMK primary
FC(F)(F)c1cnc(Sc2ncn[nH]2)c(Cl)c1 | -0.09
CCc1ccc(-n2c(CSc3nnnn3-c3ccccc3)nc3ccccc3c2=O)cc1 | 0.0044

Looked up by compound from the entries so far:
SMILES	PPARg SRC3 recr	ROMK primary	PMI act satM6P	G6PDH counter	TR-FRET SRC-2 ct	PPARg SRC2 recr	Diaph inh CS	Diaph act CS	PPARg SRC-1 ag	PMI activator	S1P3 antagonist
CCCN1C[C@H](CSC)C[C@@H]2c3cccc4[nH]cc(c34)C[C@H]21	4	/	0.9	9	1353	-1	12	0.9	7	1.1	12
COc1ccc(-c2cc3ccccc3oc2=O)cc1NC(=S)NC(=O)c1ccc2c(c1)OCCO2	3	-0.028	1.1	2	1374	1	-6	1.1	1	1	/
FC(F)(F)c1cnc(Sc2ncn[nH]2)c(Cl)c1	-1	-0.09	1	3	1633	-4	2	1	-6	1	-18
O=c1oc2ccccc2cc1-c1ccc(O)cc1O	-2	-1.1	1	-2	1399	3	10	0.9	3	1	4
CC12CCC(C(=O)NCc3cccnc3)(OC1=O)C2(C)C (centres undefined)	8	0.084	1	8	1492	3	10	0.9	3	1	-27
Cc1nn(Cc2ccccc2)c(C)c1NC(=O)CSc1nc(C2CC2)nc2c1cnn2-c1ccccc1	5	0.16	0.8	-10	1525	6	15	0.8	-1	0.8	/

From PubChem
